# N370S GC mod = qHTS Assay for Inhibitors and Activators of N370S glucocerebrosidase as a Potential Chaperone Treatment of Gaucher Disease; N370S GC spleen homogenate, 4MU-glucoside fluorescence; Potency, µM (top dose mostly 59.4 µM), without a hit: at the top dose activity change, negative = inhibition, usual class: inhibitors; hit rate 0.092% among 330,000; AID 2101, 2009;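 further: 0% = full enzyme activity and -100% = no enzyme basal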
# DT40 TDP1 CPT = qHTS for Inhibitors of human tyrosyl-DNA phosphodiesterase 1 (TDP1): qHTS in cells in presence of CPT | chicken DT40 Tdp1-/-;hTDP1 cells + 20 nM CPT, ATP luminescence, 48 h | Potency, µM (doses to about 46.2 µM), without a hit: at the highest dose activity change, negative = growth inhibition, usual class: inhibitors | hit rate 12% among 420,000; further: nearly all actives have a fitted effect of over 55% in size
#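 Cell growth measured by CellTiter-Glo luminescence after a minimum 48 h, 37 C compound exposure with 20 nM CPT in Tdp1-knockout DT40 cells stably expressing hTDP1, seeded 400/well; qHTS titration format.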
# FEN1 inhibitor = qHTS Assay for the Inhibitors of Human Flap endonuclease 1 (FEN1) | P39748 | Recombinant FEN1 flap cleavage, fluorescence, 15 min | Potency, µM (titrated, usually from 114 µM), for the others: at the top dose activity change, negative = inhibition, usual class: inhibitors | hit rate 0.35% among 390,000; further: nearly all actives have a fitted effect of over 65% in size
# Target sequence (P39748 whole entry, looked up): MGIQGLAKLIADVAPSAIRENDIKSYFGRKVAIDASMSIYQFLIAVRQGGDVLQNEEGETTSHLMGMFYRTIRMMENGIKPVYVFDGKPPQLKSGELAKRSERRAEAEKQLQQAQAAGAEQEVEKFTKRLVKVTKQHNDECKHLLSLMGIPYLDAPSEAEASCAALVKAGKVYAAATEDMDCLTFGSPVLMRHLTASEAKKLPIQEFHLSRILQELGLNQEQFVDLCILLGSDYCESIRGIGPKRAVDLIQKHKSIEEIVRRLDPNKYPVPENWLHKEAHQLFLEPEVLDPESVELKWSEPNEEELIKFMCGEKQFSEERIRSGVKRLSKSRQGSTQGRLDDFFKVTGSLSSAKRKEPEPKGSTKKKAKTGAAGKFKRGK
#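 Enzyme 10 nM, 15 min RT preincubation with compound; start with substrate 50 nM final; reads at 0 and 15 min; qHTS titration, four-parameter Hill fit.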
# Starred values were filed as active, the others as inactive; u = inconclusive; x = not tested or not shown; & = joins results of further samples; [ ] = remark or other dose. The call rests on the fitted dose curve; in most records, active means well fitted curve in the direction sought with a large enough effect; inconclusive means small, poorly fitted or top-dose-only effect, or another doubt; inactive means no such curve, though single readings can be large; an effect the other way counts as inactive or inconclusive. Unless noted, on the % scale 0 is the no-effect control and ±100 the full control effect; potency means the concentration at half of the fitted maximal effect.
(1) COc1ccc(CNC(=O)COCc2cc(-c3cccs3)on2)cc1OC
(2) COc1ccc(C(=O)Nc2ncc(C)s2)cc1S(=O)(=O)N1CCCC1
(3) O=C(c1cncc(Br)c1)N1CCN(S(=O)(=O)c2ccc(Cl)cc2)CC1
(4) CC(=O)NC1=NN(C(C)=O)C2(S1)C(=O)N(C(C)C)c1ccc(C)cc12 (configuration not stated)
(5) O=C1CN(C(=O)c2c(F)cccc2F)C(c2ccccc2)c2cc(Br)ccc2N1 (configuration not stated)
(6) Cc1ccc(S(=O)(=O)N2CCC(C(=O)OCC(=O)NCc3ccco3)CC2)cc1C
compound no.,1,2,3,4,5,6
N370S GC mod,x,25%,-5%,5%,-2%,-8%
DT40 TDP1 CPT,u,2%,7%,-18%,u,-26%
FEN1 inhibitor,7%,0%,12%,-1%,-2%,13%

(7) COc1ccc(NC(=O)C(C)n2nc(C)c3c(C)n(-c4ccccc4)nc3c2=O)cc1Cl (configuration not stated)
(8) COC(=O)c1ccc(NC2=CC(=O)CC(C)(C)C2)cc1
(9) COc1ccc2nc(N3CCN(C(=O)C4COc5ccccc5O4)CC3)sc2c1 (configuration not stated)
(10) Cc1ccc(C(=O)Nc2ccc3nc(SCC(=O)N4CCCc5ccccc54)sc3c2)cc1
(11) CCOP(=O)(OCC)C(NC(=O)Nc1cccc(Cl)c1)C(N)=O (configuration not stated)
(12) O=C1CSC2(CCCCC2)N1CCO
compound no.,7,8,9,10,11,12
N370S GC mod,x,1%,4%,x,7%,-5%
DT40 TDP1 CPT,-28%,23µM*,u,12µM*,-10%,-23%
FEN1 inhibitor,11%,4%,-9%,2%,20%,14%

(13) COc1cccc(NC(=O)CSc2nnc(-c3ccoc3C)n2-c2ccccc2)c1
(14) CCOC(=O)CSc1nc2c(c(=O)[nH]1)C(C)(CC)Cc1ccccc1-2 (configuration not stated)
(15) Cc1cccc(OCC(=O)N/N=C/CC(C)c2ccccc2)c1C (configuration not stated)
(16) COC(=O)c1cccc(Oc2nc3c(c(=O)n(C)c(=O)n3C)n2C(C)C)c1
(17) O=C1CN(CC(=O)Nc2ccc(SC(F)F)cc2)CCN1
(18) COc1cc(C(=O)Nc2ccc(-n3c(C)nc4ccccc4c3=O)cc2)cc(OC)c1OC
compound no.,13,14,15,16,17,18
N370S GC mod,7%,12%,-12%,12%,0%,x
DT40 TDP1 CPT,u,u,-27%,-21%,-2%,16µM*
FEN1 inhibitor,1%,-8%,1%,-12%,0%,-1%

(19) COc1ccccc1/C=C1/C(=O)N(c2ccccc2)N=C1C
(20) CCCCN(CC)CCNC(=O)c1cn(CCOC)c(=O)c2c1c1ccccc1n2C
(21) Cc1cccc(OCCn2c(=S)[nH]c3ccccc32)c1
(22) C[C@@H]1NC(=O)OC1c1ccco1 (some centres not stated)
(23) COc1ccc(-c2cc(C(=O)N3CCOCC3)no2)cc1OC
(24) CCc1cccc(NC(=O)Cn2c(=O)c(C(F)(F)F)nc3ccccc32)c1
compound no.,19,20,21,22,23,24
N370S GC mod,-8%,21%,1%,x,-5%,x
DT40 TDP1 CPT,-22%,-12%&-27%,23µM*,-9%&4%,-12%,-19%
FEN1 inhibitor,u,0%&11%,-25%,-1%&3%,1%,4%

(25) Cc1cccc(NC(=S)N2CCC(c3nc4ccccc4o3)CC2)c1
(26) CCOC(=O)NC(=O)CSc1nnnn1-c1ccc(C)cc1
(27) CC(=O)Nc1cccc(S(N)(=O)=O)c1C
(28) Cc1ccc(NC(=O)c2cccc(N3C(=O)CCC3=O)c2)nc1
(29) CC(NC(=O)COC(=O)CNS(=O)(=O)/C=C/c1ccccc1)c1ccccc1 (configuration not stated)
(30) CC1CCN(c2ccccc2NC(=S)NC(=O)c2ccc(-c3cccc([N+](=O)[O-])c3)o2)CC1
compound no.,25,26,27,28,29,30
N370S GC mod,2%,4%,-1%,6%,x,1%
DT40 TDP1 CPT,u,-5%,-1%,-1%,-19%,u
FEN1 inhibitor,-5%,4%,6%,9%,33%[activator],-14%

(31) COc1cc(/C=C(\C#N)c2nc(-c3cc4ccccc4oc3=O)cs2)ccc1O
(32) Cc1ccc(C)c(OCc2cc(C(=O)N(C)Cc3nccs3)no2)c1
(33) Nc1nc(CSC(=S)N2CCN(c3ccccc3)CC2)nc(Nc2ccccc2)n1
(34) CCC(C)(C)C(=O)Nc1ccc(OC)cc1[N+](=O)[O-]
(35) Cc1ccc(S(=O)(=O)N2CCOCC2)cc1NC(=O)CN(C)C1CCS(=O)(=O)C1 (configuration not stated)
(36) CCC1(c2ccccc2)NC(=O)N(CC(=O)Nc2cccc(S(=O)(=O)N3CCCC3)c2)C1=O (configuration not stated)
compound no.,31,32,33,34,35,36
N370S GC mod,9%,3%,4%,x,-1%,x
DT40 TDP1 CPT,18µM*,-28%,23µM*,-15%,6%,u
FEN1 inhibitor,u,9%,-14%,-3%,-9%,-3%

(37) O=C(O)c1ccc(/C=C(\c2nc3ccccc3[nH]2)c2nc3ccccc3s2)cc1
(38) Cc1cc(C)nc(NS(=O)(=O)c2ccc(NC(=O)C3CC3)cc2)n1
(39) CN1CCN(S(=O)(=O)c2ccc(NC(=O)Cc3cccs3)cc2)CC1
(40) CN(C)C1CCC(CC2CCc3ccccc32)CC1 (configuration not stated)
(41) CCC(c1nnc(SCC(=O)Nc2ccc(C(=O)Nc3ccccc3OC)cc2)o1)N(C)C (configuration not stated)
(42) CCOc1ncccc1C(=O)OCC(=O)c1ccc(F)cc1
compound no.,37,38,39,40,41,42
N370S GC mod,-7%,3%,2%,x,-6%,7%
DT40 TDP1 CPT,u,14%,-21%,u,0%,u
FEN1 inhibitor,-8%,10%,3%,6%,-12%,-2%

(43) O=C(NC1CCCCC1)c1cccc(COCC(F)(F)F)c1
(44) O=S1(=O)C=C(SCc2cccc(Cl)c2)Nc2ccccc21
(45) CCn1c(SCc2nc(-c3ccccc3)no2)nnc1-c1cccs1
(46) Cc1cc(C)c2c(-n3cccc3)c(C(=O)NCC(C)c3ccccc3)sc2n1 (configuration not stated)
(47) CC(=O)N1[C@H](C)C=C[C@]1(Cc1ccccc1)C(=O)NCc1cc(F)cc(C(F)(F)F)c1
(48) O=C(NC1CCCCC1)C1CCN(C(=O)c2ccc(Cl)cc2)CC1
compound no.,43,44,45,46,47,48
N370S GC mod,6%,-22%,4%[12.8 µM],x,-20%&-1%,0%
DT40 TDP1 CPT,-1%,u,u,21µM*,u,-29%
FEN1 inhibitor,0%,u,-4%,-2%,-2%,-7%

(49) COc1cc(NC(=O)Cn2ccn(Cc3ccccc3OC)c(=O)c2=O)cc(OC)c1
(50) CSc1ccccc1C(=O)Nc1ccc2c(c1)OCO2
(51) COc1ccccc1NS(=O)(=O)c1ccc(O)c(C(=O)OCC(=O)N2c3ccccc3CC2C)c1 (configuration not stated)
(52) COC(=O)c1sccc1NC(=O)Nc1ccccc1OC
(53) O=C(COC(=O)c1n[nH]c2ccccc12)NC(=O)NC1CCCC1
(54) CCOC(=O)Cn1cc(Cl)c(=O)c(Cl)c1
compound no.,49,50,51,52,53,54
N370S GC mod,x,5%,-1%,-10%,u,-8%
DT40 TDP1 CPT,0%,12%,-19%,-6%,u,2%
FEN1 inhibitor,20%,15%,11%,-13%,4%,3%

(55) CC(=O)Nc1nonc1-c1nnc(SCC(=O)Nc2ccc(C)c(Cl)c2)n1-c1ccccc1
(56) COc1ccc(C(=O)c2cc3ccc(O)cc3oc2=O)cc1
(57) Cc1csc(/N=C/N(C)C)c1C#N
(58) Cc1nnc(SCCC(=O)Nc2ccc(Cl)cc2)o1
(59) COc1ccc(C(CC(=O)N2CCN(c3ccccc3)CC2)c2c(OC)cc(OC)c3ccc(=O)oc23)cc1 (configuration not stated)
(60) CC1CCN(C(=O)C(NS(=O)(=O)c2cccc3nsnc23)c2ccccc2)CC1 (configuration not stated)
compound no.,55,56,57,58,59,60
N370S GC mod,x,4%,-2%,-5%,15%&19%,-1%
DT40 TDP1 CPT,u,-19%,8%,3%,21µM*,u
FEN1 inhibitor,-3%,-1%,-1%,2%,-3%&-7%,-3%

# Additional results follow:
# Below each compound – N370S GC mod	DT40 TDP1 CPT	FEN1 inhibitor
61	COc1ccc(/C=N/N=C/c2ccc(OC)cc2)cc1
 : -12%	4%	-7%
62	CCOc1cc(CNCc2ccccc2)ccc1OCc1ccc(Cl)cc1
 : u	23µM*	-4%
63	Cc1ccc(S(=O)(=O)N2CCN(Cc3ccccc3)CC2)s1
 : x	-17%	1%
64	COc1ccc2c3c(cccc13)OCC2=O
 : 4%	u	-21%
65	CCOC(=O)c1c(C=O)c2ccccc2n1CC
 : 12%	-3%	-8%
66	CCOC(=O)c1c2c(n3ccccc13)C(=O)c1ccccc1C2=O
 : x	10µM*	-9%
67	COC(=O)Cn1c(SCCOc2ccccc2Cl)nc2ccccc21
 : x	-4%	-13%
68	COc1ccc(Cl)cc1NC(=O)Cc1ccc(NC(=O)N2CCCCc3ccccc32)cc1
 : x	18µM*	-7%
69	Cc1cc(C)n(-c2nc3c(c(=O)[nH]c(=O)n3C)n2C(C)C)n1
 : -12%	1%	8%
70	Cc1cc(C)cc(-n2cc(C(=O)O)c(=O)cc2C)c1
 : 7%	-2%	-15%
71	CC1Cc2ccccc2N1C(=O)C1CC(=O)N(c2ccccc2)C1 (configuration not stated)
 : -2%	-16%	-10%
72	CCCNC(=O)c1ccc2c(c1)CCN2S(C)(=O)=O
 : 5%	-13%	7%
73	Cc1ccc(CNC(=O)C2CC3Cn4c(nc5cc6ccccc6cc54)C3N2C)o1 (configuration not stated)
 : 5%	18µM*	10%
74	Cc1cccn2c(CN3CCCN(C=O)CC3)c(C(=O)N(C)CCc3ccccc3)nc12
 : 1%	-10%	22%
75	O=C(c1cc2cc(Br)ccc2oc1=O)N1CCCC1
 : 20%	-11%	-6%

# Further results:
# Below each compound – N370S GC mod	DT40 TDP1 CPT	FEN1 inhibitor
76	CC(C)C(=O)NN(C(=O)C(C)C)c1nc2ccccc2s1
 : -5%	3%	11%
77	N/C(=N\S(=O)(=O)c1cccs1)c1ccccc1
 : 2%	-6%	0%
78	CN(CC(=O)Nc1ccc(Cl)cc1)c1ccc(S(=O)(=O)N2CCCCC2)cc1[N+](=O)[O-]
 : -6%	18µM*	-17%
79	CCCC(=O)Nc1nc(C)c(-c2csc(Nc3ccccc3OC)n2)s1
 : -3%	-28%	-24%
80	Clc1ccc(Nc2c3c(nc4ncnn24)CCC3)cc1
 : -1%	u	11%
81	COc1cc(OC)c(NC(=O)c2nn(-c3ccc(C)cc3)c(=O)c3c2c2ccccc2n3C)cc1Cl
 : x	8%	-1%
82	Cc1nn(C(=O)c2c([N+](=O)[O-])cnn2C)c(C)c1Cl
 : 5%	-4%	-12%
83	CCOC(=O)C1=C(C)N=c2s/c(=C\c3ccc(OCC(=O)O)cc3)c(=O)n2C1c1ccccc1OC (configuration not stated)
 : 1%	-10%	79µM*
84	COc1ccc(CNCc2ccccc2[N+](=O)[O-])cc1OC
 : 0%	-11%	11%
85	COc1cc(NC(=O)Cn2nnc(-c3ccc(C(F)(F)F)cc3)n2)c(C(=O)O)cc1OC
 : x	-13%	12%
86	COc1ccc2c(c1)c1nc(SCC(C)C)n(CCO)c(=O)c1n2C
 : -16%	u	6%
87	COC(=O)c1cn(C(=O)c2ccccc2)c2ccccc12
 : 25%	-20%	-2%
88	CCOc1ccc(N(CC(=O)NC2CCCC2)C(=O)CCC(=O)Nc2nccs2)cc1
 : -10%	-11%	1%
89	CN(C)CC/C=C1\c2cc(Cl)ccc2Sc2cc(F)c(F)cc21
 : x	u	-10%
90	COCCCNS(=O)(=O)c1cccc(S(=O)(=O)c2cccc(S(=O)(=O)NCCCOC)c2)c1
 : -7%	-26%	14%

# Continuation.
# Below each compound – N370S GC mod	DT40 TDP1 CPT	FEN1 inhibitor
91	O=C(NC(=S)Nc1ccc(NC(=O)c2ccco2)cc1)c1ccccc1
 : 6%	-10%	-1%
92	O=C(Nc1cccc(C(F)(F)F)c1)C1CCN(S(=O)(=O)c2cccnc2)CC1
 : -9%	u	12%
93	CCCCOc1ccc(-c2n[nH]c(=S)n2Cc2ccccc2)cc1
 : -10%	u	-2%
94	N#Cc1c(SCC(=O)N2CCOCC2)nsc1SCC(=O)N1CCOCC1
 : 1%	-5%	-8%
95	CC(Sc1nnnn1C)C(=O)Nc1ccccc1-c1ccccc1 (configuration not stated)
 : 2%	-3%	-2%
96	Cc1ccccc1N1CCN(C(=S)c2ccc([N+](=O)[O-])cc2)CC1
 : 2%	u	-8%
97	O=C(CNS(=O)(=O)c1ccccc1)N1CCN(C(=O)c2ccco2)CC1
 : 1%	u	7%
98	Cc1nc2sc(C(c3ccccc3)N3CCN(C)CC3)c(O)n2n1 (configuration not stated)
 : -2%	-17%	-6%
99	Cc1cc(OCCOc2cccc3cccnc23)cc(C)c1Cl
 : 13%	15µM*	-13%
100	COc1cccc(NC(=O)COC(=O)c2ccccc2SCC(=O)N2CCCC2)c1
 : 3%	1%	-7%
101	Oc1ccc(C[C@H]2CNCCN2CC2(c3ccccc3)CC2)cc1
 : -7%	21µM*	14%
102	c1ccc(CCn2nnnc2C(c2cccs2)N2CCOCC2)cc1 (configuration not stated)
 : 0%	3%	-3%

# From PubChem BioAssay

# Only part of the results is shown; rates above refer to the full screens.
